tim10-1 inh = inhibits growth of tim10-1 mutant yeast | S. cerevisiae tim10-1 ts strain growth, BacTiter-Glo, 24 h | inhibition, % at 20 µM | actives 2.2% (n = 330,000);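 active means inhibition of at least 40%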;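 further: mutant grown at 25 °C; 0% = DMSO wells with yeast and 100% = wells holding no yeast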
TIM10 inh = inhibits growth of TIM10 yeast strain. S. cerevisiae TIM10 strain growth, BacTiter-Glo luminescence, 24 h. inhibition, % at 10 µM. actives 1.4% (n = 330,000). AID 463195;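 active means inhibition of 40% or more at the single tested concentration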;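 further: wild-type TIM10 isogenic control strain grown at permissive 25 °C; 0% = DMSO yeast wells and 100% = minimal medium wells without yeast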
hIAP block = human IAP inhibition. actives 0.12% (n = 330,000). inhibition, % at 10 µM. AID 2544. purified IAP, CDP-Star luminescence, 30 min;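 active means inhibition reaching a set limit with compound at 10 µM in the primary screen, cut at about 35% in these data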;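 further: plate controls were DMSO wells with enzyme for no effect and no-enzyme buffer wells for full effect; values of inactives mirror those of a sister screen read the other way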
Target sequence (P09923 whole entry, looked up): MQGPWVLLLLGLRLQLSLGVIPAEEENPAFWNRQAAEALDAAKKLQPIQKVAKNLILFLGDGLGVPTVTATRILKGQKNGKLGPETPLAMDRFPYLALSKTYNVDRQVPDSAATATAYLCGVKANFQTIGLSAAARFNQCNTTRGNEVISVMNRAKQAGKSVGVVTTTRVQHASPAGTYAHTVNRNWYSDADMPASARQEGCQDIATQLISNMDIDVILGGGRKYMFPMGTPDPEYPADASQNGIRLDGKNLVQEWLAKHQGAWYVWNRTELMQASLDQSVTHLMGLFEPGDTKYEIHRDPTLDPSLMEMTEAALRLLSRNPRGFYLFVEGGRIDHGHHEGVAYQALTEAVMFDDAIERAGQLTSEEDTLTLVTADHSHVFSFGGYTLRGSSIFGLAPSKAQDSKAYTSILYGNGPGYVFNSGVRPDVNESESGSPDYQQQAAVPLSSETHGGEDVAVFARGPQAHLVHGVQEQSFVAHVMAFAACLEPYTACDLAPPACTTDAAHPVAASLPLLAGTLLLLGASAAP
hIAP act = increases human intestinal alkaline phosphatase activity; P09923; purified human IAP, CDP-Star luminescence, 30 min; active compounds read high; 1 = vehicle-only enzyme, 0 = enzyme-free background; activation factor at 10 µM; actives 0.16% (n = 330,000); AID 2524;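 active means activation factor of the enzyme at least 2-fold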; further: the source names both 10 and 20 µM as test concentration; values of inactives mirror those of a sister screen read the other way
Apaf-1 inh = inhibitors of human Apaf-1 apoptosome; reconstituted apoptosome caspase-3 activity, DEVD-Rh110 fluorescence; AID 489030; inhibition, % at 20 µM; actives 0.71% (n = 330,000); O14727; active means inhibition of at least 40% at 20 µM;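 further: plate controls were DMSO wells for no effect and DEVD-CHO caspase inhibitor wells for full effect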
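System: Apoptosome proteins | Medium: Hepes pH 7.5 with detergent and BSA | Also added: Cytochrome c trigger plus (Z-DEVD)2-Rh110 caspase-3 substrate | Incubation: 30 min compound preincubation, 50 min activation, room temperature | Detection: Rhodamine 110 fluorescence at Ex 480/Em 540 nm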
mIAP activ = increases mouse intestinal alkaline phosphatase activity | muIAP, CDP-Star luminescence, 30 min; active compounds read high; 1 = vehicle-only enzyme signal, 0 = enzyme-free wells | activation factor at 10 µM | actives 0.24% (n = 330,000) | AID 2805;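 active means activation factor of at least 2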; further: the source names both 10 and 20 µM as test concentration; values of inactives mirror those of a sister screen read the other way
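System: mouse IAP enzyme. Reagent: CDP-Star chemiluminescent phosphatase substrate. Benchmarks: DMSO wells, no-enzyme wells. Times: 30 min enzyme-substrate-compound incubation at room temperature. Detection: luminescence from enzymatic CDP-Star hydrolysis. Doses: test compounds delivered from DMSO solution.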
NLRP3 yeast inh = inhibitors of NALP3 inflammasome in yeast. AID 2825. actives 0.39% (n = 330,000). inhibition, % at 10 µM. Yeast reconstituted NLRP3/ASC/caspase-1, beta-gal luminescence, 24 h;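 active means inhibition of 50% or more; inactive means inhibition below 50%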;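 further: plate controls were induced DMSO wells for no effect and uninduced yeast grown without galactose for full effect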
ATG4B inh = ATG4B (human) cysteine protease inhibition; Q9Y4P1; ATG4B cleavage of LC3-PLA2, NBD-HPC fluorescence, 1 h; inhibition, % at 8.33 µM; actives 0.51% (n = 340,000); AID 504462; in the data active means inhibition above about 40%
Target sequence (Q9Y4P1 whole entry, looked up): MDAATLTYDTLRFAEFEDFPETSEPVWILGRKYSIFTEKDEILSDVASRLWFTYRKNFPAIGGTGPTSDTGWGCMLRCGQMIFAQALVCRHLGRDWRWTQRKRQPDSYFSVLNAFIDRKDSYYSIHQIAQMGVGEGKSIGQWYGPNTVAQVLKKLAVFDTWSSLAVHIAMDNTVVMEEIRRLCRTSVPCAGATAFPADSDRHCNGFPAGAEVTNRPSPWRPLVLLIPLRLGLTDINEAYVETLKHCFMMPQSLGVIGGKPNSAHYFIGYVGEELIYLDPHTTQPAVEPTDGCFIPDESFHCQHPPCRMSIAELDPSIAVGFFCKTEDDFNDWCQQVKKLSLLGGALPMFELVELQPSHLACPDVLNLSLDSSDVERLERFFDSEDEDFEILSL
mIAP block = blocks mouse intestinal alkaline phosphatase | purified mouse IAP, CDP-Star luminescence, 30 min | inhibition, % at 10 µM | actives 0.2% (n = 330,000);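 active means inhibition of at least 40% at 10 µM in the primary screen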;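 further: plate controls were DMSO with enzyme for no effect and no enzyme wells for full effect; values of inactives mirror those of a sister screen read the other way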
Numbers without * were called inactive.

Fields – tim10-1 inh	TIM10 inh	hIAP block	mIAP activ	Apaf-1 inh	ATG4B inh	mIAP block	NLRP3 yeast inh	hIAP act
1: CCC(CC)C(=O)NCCNC(=O)C(CC)CC
 : 2	-2	14	0.85	1	-9	15	-3	0.86
2: CCOc1cc(/C=C(\C#N)C(N)=O)ccc1OS(=O)(=O)c1ccccc1
 : 48*	31	2	0.9	-6	6	10	10	0.98
3: CCC(CC)C(=O)NCc1cccnc1
 : -1	11	6	0.9	-15	5	10	0	0.94
4: O=C(Nc1nc2ccccc2[nH]1)c1ccccc1F
 : 46*	33	-19	0.85	-21	2	15	26	1.2
5: O=C(NC1CC1)c1cc2c(s1)CS(=O)(=O)C2
 : 5	1	1	1	-10	5	-2	8	0.99
6: Cc1cc(C)cc(-n2c(C)c3c(C)nnc(C)c3c2C)c1
 : 24	7	4	1	11	-5	0	10	0.96
7: O=C(Cn1ccc(NC(=O)OCc2ccccc2)nc1=O)NCc1nc2ccccc2[nH]1
 : -1	-7	11	1	-8	-10	0	7	0.89
8: O=C(N/N=C(\c1ccccc1)c1cccnc1)c1cccc(F)c1
 : 27	14	-29	0.97	7	17	3	45	1.3
9: Cc1c(C(=O)NCc2cccnc2)oc2ccc(S(=O)(=O)N3CCCCCC3)cc12
 : 21	43*	3	1.1	19	-9	-7	-2	0.97
10: Cc1c(C(=O)N2CCCCCC2)c(S(=O)(=O)Nc2ccc(F)cc2)c(C)n1C
 : 28	18	3	0.98	-5	0	2	13	0.97
11: O=C(COC(=O)Cc1cccc(C(F)(F)F)c1)NC1CCS(=O)(=O)C1 (centres undefined)
 : -18	-3	4	0.96	-3	-10	4	11	0.96
12: COc1ccc(S(=O)(=O)N(C)C)cc1NC(=O)CSc1nncs1
 : 4	-9	8	0.97	-2	3	3	-7	0.92
13: CC1CCCCC12NC(=O)N(CC(=O)N1CCN(S(=O)(=O)c3ccc4c(c3)CCC4)CC1)C2=O (centres undefined)
 : -12	-2	-18	1.1	6	-2	-6	4	1.2
14: CN(C)S(=O)(=O)c1cccc(C(=O)Nc2cc3c(cc2C(=O)O)OCCCO3)c1
 : -4	15	-12	0.99	4	2	1	8	1.1
15: Cc1cc(Cl)ccc1NC(=S)NCCc1ccc(Cl)cc1
 : 35	23	-22	1.4	13	9	-38	14	1.2
16: COc1ccc(/C=N/NC(=O)COc2ccc3ccccc3c2)c(C(=O)O)c1OC
 : -9	1	17	0.97	-2	1	3	19	0.83
17: COc1ccc(/C=C/c2nc(C)c(-c3ccccc3)c(=O)[nH]2)cc1OC
 : 18	8	6	1	19	-8	-4	14	0.94
18: CCOc1ccc(N=C2NC(=O)S/C2=C\c2ccc(N(C)C)cc2)cc1
 : 21	19	6	0.83	5	-3	17	14	0.94
19: O=c1cc(O)nc(SCc2ccccc2Cl)[nH]1
 : 8	3	3	0.88	0	13	12	5	0.97
20: O=C(NCCN1CCOCC1)c1ccc2c(c1)N(Cc1c(F)cccc1Cl)C(=O)c1ccccc1S2
 : -7	14	-36	0.94	11	4	6	8	1.4
21: O=C1CN(C(=O)c2ccccn2)c2ccccc2N1
 : 2	-1	19	0.9	4	-10	10	17	0.81
22: CCCCC[C@H]1CN(C2CCCCC2)C(=O)[C@@H]1CC(=O)NCc1ccccc1
 : 38	15	-1	1.4	15	6	-37	9	1
23: c1ccc(-c2cc3ccccc3cn2)cc1
 : -9	8	-9	0.94	10	-5	6	30	1.1
24: O=c1cc(CSc2ccc(S(=O)(=O)N3CCCCC3)cn2)nc2sccn12
 : 27	15	-4	0.86	-4	-9	14	6	1
25: CC(C)C[C@@H](CO)N1CCNCCC1=O
 : -8	3	-4	1.1	-2	-1	-10	11	1
26: CCOC(=O)N1CCN(C(=O)CN2C(=O)NC(c3ccccc3)(c3ccccc3)C2=O)CC1
 : -7	11	-9	1	8	-2	-3	0	1.1
27: O=C(CN(CCN1CCOCC1)C(=O)Cn1nnc(-c2ccc(F)cc2)n1)NC1CCCCC1
 : 10	3	15	0.99	-17	-3	1	-2	0.85
28: Cc1ccc(/C=C2/SC(=S)N(CCCC(=O)Nc3ccc(O)cc3)C2=O)cc1
 : 0	14	25	0.9	-17	2	10	10	0.75
29: COc1ccccc1-c1ccc2nnc(SC)n2n1
 : 21	-8	-2	1	-1	-11	-1	13	1
30: COCCSc1ccccc1C(=O)Nc1ccncc1
 : -11	-14	-13	0.98	-12	-6	2	11	1.1

Next section, starting with the last 3 of the part before.
Fields – tim10-1 inh	TIM10 inh	hIAP block	mIAP activ	Apaf-1 inh	ATG4B inh	mIAP block	NLRP3 yeast inh	hIAP act
28: Cc1ccc(/C=C2/SC(=S)N(CCCC(=O)Nc3ccc(O)cc3)C2=O)cc1
 : 0	14	25	0.9	-17	2	10	10	0.75
29: COc1ccccc1-c1ccc2nnc(SC)n2n1
 : 21	-8	-2	1	-1	-11	-1	13	1
30: COCCSc1ccccc1C(=O)Nc1ccncc1
 : -11	-14	-13	0.98	-12	-6	2	11	1.1
31: NC(=O)CC(NC(=O)c1ccccc1)c1ccc(NCCN2CCOCC2)c([N+](=O)[O-])c1 (centres undefined)
 : -5	5	24	0.97	-6	-3	3	-4	0.76
32: CCOc1ccc(Nc2nc(Cc3nnc(SCC(N)=O)o3)cs2)cc1
 : 15	12	22	0.82	-7	-1	18	14	0.78
33: CC(=O)NC(CC(=O)Nc1cccc(S(=O)(=O)N2CCOCC2)c1)c1ccccc1 (centres undefined)
 : -14	-6	16	0.97	1	-11	3	7	0.84
34: CCn1c(SCC(=O)Nc2ccc(Cl)cc2)nc2nc3c(cc2c1=O)CCCC3
 : 9	11	8	0.83	19	-1	17	5	0.93
35: CN1CCN(C(=O)C2=C[C@H](C(C)(C)C)C[C@H](OCCCCO)O2)CC1
 : -8	-9	0	1.1	4	-8	-6	4	1
36: Cc1cccn2c(=O)nc(SCC(=O)N3CCC(C)CC3)nc12
 : 5	1	-3	1	5	2	-4	8	1
37: CCCCNC(=O)c1ccc(S(=O)(=O)c2ccc(Cl)cc2)c(NC(C)=O)c1
 : 10	-12	14	0.85	-21	7	15	2	0.86
38: CCc1ccc(-c2cnc3nc[nH]c(=O)c3n2)cc1
 : -3	14	-3	1	-13	-7	-2	6	1
39: CCc1ccc(NC(=O)C2CCCN(S(=O)(=O)c3ccc4c(c3)CC(C)N4C(C)=O)C2)cc1 (centres undefined)
 : 21	6	-14	1.3	16	-13	-32	12	1.1
40: O=C(Cc1ccccc1)Nc1ccc(N2CCCCC2)cc1
 : 1	-4	10	1	-4	-1	-4	12	0.9
41: COc1ccc2cc(-c3[nH]ncc3CN3CCCC3c3nonc3C)ccc2c1 (centres undefined)
 : 20	23	-22	1	-7	-10	-4	17	1.2
42: O=C1C(=O)N(C2CCS(=O)(=O)C2)C(c2cccc(O)c2)/C1=C(/O)c1ccc(Cl)cc1 (centres undefined)
 : 1	-4	-10	0.98	-10	2	2	11	1.1
43: COc1cc(/C=N/NC(=O)c2cccnc2)ccc1OCC(=O)Nc1ccc(C)cc1
 : -5	2	-19	0.83	6	5	16	13	1.2
44: N#CC1=C(N)N(c2ccccc2)C2=C(C(=O)CCC2)C1c1cccs1 (centres undefined)
 : 35	0	-2	0.87	17	6	13	2	1
45: Cc1ccc(S(=O)(=O)NCCC(=O)NNC(=O)COc2ccccc2Cl)cc1C
 : 15	2	-97	0.88	13	-6	12	-8	2
46: CC(Oc1ccc(Br)cc1Br)C(=O)Nc1cccnc1Cl (centres undefined)
 : 8	4	-8	0.91	3	9	9	23	1.1
47: Cc1nn(C)c(C)c1S(=O)(=O)N(CC(=O)NCCCOC(C)C)c1ccc(C(C)C)cc1
 : 15	5	-6	1	-4	-6	-5	14	1.1
48: C=CCn1c(SCc2ccc(C(=O)Nc3ccccc3)cc2)nnc1-c1ccccc1
 : -1	25	-8	1	22	26	0	7	1.1
49: COCCn1c(SCC(=O)NC2CCCC2)nc2ccccc2c1=O
 : -9	-3	1	0.96	-10	0	4	14	0.99
50: Cc1ccc2n(n1)c(=O)c(Cc1ccccc1)c([O-])[n+]2-c1ccccc1
 : 0	4	11	0.89	-2	-3	11	-6	0.89
51: CCN(Cc1ccncc1)C(=O)c1ccccc1NS(=O)(=O)c1ccc(F)cc1
 : 26	5	6	1.1	-18	0	-8	-18	0.94
52: CCOC(=O)c1[nH]ncc1CN1CCC(Cc2ccccc2)(C(=O)OCC)CC1
 : -2	5	-35	0.91	0	-3	9	8	1.3
53: CN1C(c2ccccc2)CCOS1(=O)=O (centres undefined)
 : -16	-2	20	1	-5	-8	-1	11	0.8
54: NC(=O)c1nn(-c2ccc(Cl)cc2Cl)c(=O)cc1O
 : 17	4	7	1.1	13	-10	-6	20	0.93
55: C/C(=C\c1ccco1)CN1CCN(Cc2ccc(C)o2)C(CCO)C1 (centres undefined)
 : 13	-18	-8	1	-8	-9	-1	19	1.1
56: O=C(NCc1ccco1)C1CC(c2ccc(F)cc2)=NO1 (centres undefined)
 : 4	-4	-8	0.91	-20	-5	10	-5	1.1
57: Cc1ccccc1-c1ccc(=O)n(CC(=O)Nc2ccc(-n3cnnn3)cc2)n1
 : 6	-4	-2	0.97	-14	-13	3	1	1
58: CCc1ccc(C2C3=C(CCCC3=O)OC3=C2C(=O)CCC3)cc1
 : 27	4	16	0.89	4	11	11	11	0.83
59: Cc1cc2ccccc2nc1SCC(=O)N1CCCC1
 : 18	4	13	0.94	-11	-1	6	11	0.87
60: COc1ccc(CCNc2nc(Cl)nc(NC(C)(C)CO)n2)cc1OC
 : 6	-5	0	1	-5	-2	-3	17	1

Part of the list above, reduced to Apaf-1 inh:
entry	smiles	Apaf-1 inh
31	NC(=O)CC(NC(=O)c1ccccc1)c1ccc(NCCN2CCOCC2)c([N+](=O)[O-])c1 (centres undefined)	-6
32	CCOc1ccc(Nc2nc(Cc3nnc(SCC(N)=O)o3)cs2)cc1	-7
33	CC(=O)NC(CC(=O)Nc1cccc(S(=O)(=O)N2CCOCC2)c1)c1ccccc1 (centres undefined)	1
34	CCn1c(SCC(=O)Nc2ccc(Cl)cc2)nc2nc3c(cc2c1=O)CCCC3	19
35	CN1CCN(C(=O)C2=C[C@H](C(C)(C)C)C[C@H](OCCCCO)O2)CC1	4

Screening results deposited in PubChem by Sanford-Burnham Center for Chemical Genomics.
